# Bioassay records (PubChem BioAssay)
# RT RNaseH block: HIV-1 RT RNase H inhibitors, primary screen, biochemical, fluorescence; inhibition, % at 10 µM; RT-RNase H RNA/DNA duplex cleavage; AID 565, 2006; Gag-Pol polyprotein (Human immunodeficiency virus type 1 group M subtype B (isolate …; hit rate 1.9% among 65,000; in the data active = inhibition above about 50%
# RmlC RmlD mix: RmlC and RmlD coupled enzyme inhibitors, primary screen, biochemical, 384-well, compound mixtures, retest. RmlC/RmlD coupled enzyme inhibition, 384-well mixture HTS. inhibition, % at 5.5 µM. hit rate 0.39% among 110,000; in the data active = inhibition above about 30%, passing the limit was not always enough; also: strong numbers were not always called active
# Starred values were filed as active, the others as inactive; / = not tested or not shown.
canonical_smiles,RT RNaseH block,RmlC RmlD mix
CN(C)/C=C/C(=O)c1ccc(F)cc1,/,-9.8
CN(C1CCS(=O)(=O)C1)S(=O)(=O)c1ccc(C2CCCCC2)cc1 (stereo unspecified),-7.1,9.6
CCOc1ccc(N(CC(=O)NCc2ccccc2OC)S(C)(=O)=O)cc1,2.0,8.5
Cc1cccn2c(=O)c3cc(C(=O)NCc4cccnc4)c(=N)n(C)c3nc12,-14.3,/
O=C(NCc1ccco1)NCC(F)(F)F,-4.2,22.5
CC(C)OCCCN1CN(S(=O)(=O)c2cccc(Cl)c2)c2nc3ccccc3nc21,/,13.6
CCC(=O)c1ccc(OCC(O)CN2CC(C)OC(C)C2)cc1 (stereo unspecified),4.4,6.6
CCn1ncc(C2=NOC(C(=O)Nc3cnn(C45CC6CC(CC(C6)C4)C5)c3)C2)c1C (stereo unspecified),-8.1,1.4
COC(C[C@H](O)[C@H](C)[C@@H](O)COCc1ccccc1)OC,/,-8.7
Cc1c(N2C(=O)c3ccc4c5c(ccc(c35)C2=O)CC4)c(=O)n(-c2ccccc2)n1C,49.2,9.0
O=C(CSc1ncn[nH]1)Nc1nc(-c2ccccc2)ns1,9.0,4.1
CCc1ccccc1NC(=O)c1nnn(CC(=O)Nc2cccc(C)c2)c1N,-13.3,16.1
COC(=O)c1cc(C(=O)Nc2ccc(C)cn2)cc([N+](=O)[O-])c1,/,-58.5
CC1CCN(CC(=O)Nc2cccc([N+](=O)[O-])c2)CC1,/,5.2
COCCCNC(=O)c1cn(CC(C)C)c(=O)c2c1c1ccccc1n2C,/,14.1
CCC1(C)Cc2ccccc2-c2nc3n(c(=O)c21)CC(C(=O)O)S3 (stereo unspecified),-6.3,-10.5
C=CCOC(=O)C1=C(C)N=C2SCCC(=O)N2C1c1ccc(OC(=O)c2ccco2)cc1 (stereo unspecified),6.2,-5.4
O=C(COc1ccc(S(=O)(=O)NCc2ccccc2)cc1Cl)N1CCOCC1,-14.8,8.9
Cc1nc2c(C#N)c(C)[nH]n2c(=O)c1Cc1ccccc1,/,7.0
O=c1c(Cc2ccccc2O)c(O)nc2n1CCCS2,4.8,9.9
CCOc1ccc2cc(C#N)c(SCC(=O)N3CCC(C)CC3)nc2c1,2.9,20.4
CCN1C(=O)c2cccc3c(NC(=O)c4cccc(N5C(=O)CCC5=O)c4)ccc1c23,6.2,/
CCOC(=O)N1CCN(C(=O)c2ccc3c(=O)n(CCc4ccccc4)c(=S)[nH]c3c2)CC1,-9.4,4.5
CCC(=O)N1CCc2cc(Br)cc(S(=O)(=O)NCCN3CCCCC3C)c21 (stereo unspecified),-0.7,-2.3
Cc1ccc(C(=O)CSc2nc3ccccc3o2)cc1,/,-1.1

# Looked up above:
# COC(=O)c1cc(C(=O)Nc2ccc(C)cn2)cc([N+](=O)[O-])c1 in RmlC RmlD mix reads -58.5
# C=CCOC(=O)C1=C(C)N=C2SCCC(=O)N2C1c1ccc(OC(=O)c2ccco2)cc1 (stereo unspecified) in RT RNaseH block reads 6.2

# The list continues.
canonical_smiles,RT RNaseH block,RmlC RmlD mix
COc1ccc(/C(N)=N/OC(=O)CSc2ccccc2)cc1OC,/,8.8
CCOc1ccccc1C1NC(=O)NC(C)=C1C(=O)OC1CCCCC1 (stereo unspecified),-47.9,-10.1
COc1ccc(C)cc1S(=O)(=O)N(C)CC(=O)N1CCCCC1,/,-1.7
COC(=O)C1CCN(S(=O)(=O)c2c(C)n(C)c(=O)n(C)c2=O)CC1,-8.0,7.5
COC(=O)C1CN(S(=O)(=O)c2ccccc2)CCN1S(=O)(=O)c1ccccc1 (stereo unspecified),/,2.0
NC(=O)CC(NC(=O)Cc1cccc2ccccc12)c1ccc(NCCc2ccc(F)cc2)c([N+](=O)[O-])c1 (stereo unspecified),/,-10.0
O=C(Cc1ccccc1)CC1(O)C(=O)Nc2ccccc21 (stereo unspecified),-0.7,9.4
CCOC(=O)c1c(CN2CCOCC2)oc2ccc(OC)cc12,-11.0,-8.8
COc1cccc(C(=O)Nc2ccc(S(=O)(=O)NCc3ccco3)cc2)c1,8.1,5.8
CCn1c(O)c(C(=O)CC2NCCc3ccccc32)c(=O)n(CC)c1=S (stereo unspecified),7.4,/
COc1ccc(-n2c(N)c(-c3nc4ccccc4n3C)sc2=S)cc1,14.0,6.9
Cc1[nH]c(=O)[nH]c1C(=O)CCCCC(=O)OCC(=O)Nc1ccccn1,-5.8,0.5
Cc1cc(OCCCC(=O)N2CCCCC2)cc(C)c1Cl,-45.9,15.4
O=C(Nc1cccc(-c2cn3ccccc3n2)c1)c1cccc(Cl)c1,/,5.4
Cc1cc(C(=O)OC(C)C(=O)Nc2cccc(S(=O)(=O)N3CCOCC3)c2)c(C)o1 (stereo unspecified),/,-8.8
CCC1=C(OC(=O)N(CC)CC)N2C(=O)OC(=NCCOC)[C@]2(Cc2ccccc2)[C@H]2C1=CC[C@H]1C(=O)N(CC)C(=O)[C@H]12,/,-11.3
COc1ccc(NC(=O)COC(=O)c2ccc(N3CCCC3=O)cc2)cc1OC,-3.7,-7.1
COC(=O)Nc1ccc(S(=O)(=O)n2cnc3ccccc32)cc1,/,2.6
COc1ccc(NC(=O)CCCN2C(=O)C3C4C=CC(C4)C3C2=O)c(OC)c1 (stereo unspecified),-3.6,-0.4
CCn1c(=O)n(CC(=O)Nc2cc(OC)c(OC)c(OC)c2)c(=O)c2ccccc21,/,-1.8
Cc1cc(=O)n2[nH]c(N3C(=O)CCC3=O)nc2n1,-7.9,-16.5
CC(=O)N(c1ccc(C)cc1)C1C=CS(=O)(=O)C1 (stereo unspecified),-5.5,-6.9
COc1ccc(-c2nc(SCC(=O)N3CCOCC3)n[nH]2)cc1,-0.1,10.8
CCSc1nnc(NC(=O)c2cccnc2)s1,-2.5,-4.2
CN1C(=O)N(C)C2(c3ccccc3)Nn3c(s/c(=C/c4ccco4)c3=O)=NC12c1ccccc1 (stereo unspecified),-8.3,-12.0

# Compound profiles (already shown).
# COC(=O)C1CCN(S(=O)(=O)c2c(C)n(C)c(=O)n(C)c2=O)CC1 is listed with RT RNaseH block = -8.0; RmlC RmlD mix = 7.5
# O=C(Cc1ccccc1)CC1(O)C(=O)Nc2ccccc21 (stereo unspecified) is listed with RT RNaseH block = -0.7; RmlC RmlD mix = 9.4

# Following part.
canonical_smiles,RT RNaseH block,RmlC RmlD mix
Cc1cnc(-c2nnc(N(C)C(=O)C3CCOC3)s2)cn1 (stereo unspecified),-2.4,/
O=C1CCCCC1Sc1nnc(Cc2cccs2)n1CCc1ccccc1 (stereo unspecified),14.7,32.2
O=C(/C=C/c1c(Cl)cccc1Cl)N1CCN(c2ncccn2)CC1,/,-28.6
Cc1cc(C)nc(NC2=NCC(=O)N2c2ccc(F)c(Cl)c2)n1,-2.5,8.0
CC(C)C(C)NC(=O)COc1ccc(-c2ccccc2)cc1 (stereo unspecified),/,-11.6
Cc1ccc(NC(=O)CCN2CCN(C/C=C/c3ccccc3)CC2)cc1,/,6.0
Cn1c(-c2ccc3c(c2)OCO3)cnc1NCc1ccccc1,-5.3,1.8
O=C(NC(C(=O)c1ccccc1)N1CCCCC1)c1ccccc1 (stereo unspecified),-7.8,-5.4
COc1ccc(S(=O)(=O)N(CCCN2CCOCC2)Cc2cccc(OC)c2OC)cc1,/,-9.7
CN1C(=O)C(O)(C2COC(C)(C)CC2=O)c2cc(Br)ccc21 (stereo unspecified),-4.0,-10.3
COC(=O)c1ccc(C23CC4(C2)[C@H](CN(Cc2ccc(-c5ccccc5)cc2)[C@@H]4c2ccccc2)C3c2ccccc2)cc1 (stereo partly specified),/,-4.6
COc1ccc(C(OC(=O)c2ccco2)C(=O)NCc2ccc(C)cc2)cc1 (stereo unspecified),/,-6.4
O=C(CCC(=O)c1ccc(Br)cc1)Nc1cccc(C(F)(F)F)c1,/,-8.9
Cn1cc(C(=O)c2ccc(Cl)cc2)cc1-c1nc2ccccc2n1C,2.8,2.3
Cc1cnc(NC(=O)C(C)N2C(=O)C3CC=CCC3C2=O)s1 (stereo unspecified),-5.7,4.2
C=CCOc1ccc(C2C(C#N)=C(N)N(Nc3ccccc3)C3=C2C(=O)CC(C)(C)C3)cc1OC (stereo unspecified),/,-5.1
O=c1[nH]cnc2cc(Cl)ccc12,-7.1,/
COc1ccc2cc(C(=O)NCCO)sc(=O)c2c1OC,/,4.9
COCCOC(=O)c1cc(C(=O)c2cc(F)ccc2O)coc1=N,-1.4,8.7
COc1ccccc1-c1nc(SCC(=O)O)n[nH]1,1.3,-13.0
CC1CN(c2cc(=O)n(-c3cccc(Br)c3)c(=O)[nH]2)CC(C)O1 (stereo unspecified),-14.5,-5.9
CCOC(=O)C1=C(C)N(CCCC(=O)NCc2ccc3c(c2)OCO3)C(=O)NC1c1ccc(Br)cc1 (stereo unspecified),/,-18.5
CSc1cccc(NC(=O)C2CCCN2S(=O)(=O)c2ccc(Br)s2)c1 (stereo unspecified),/,-25.1
CCCNC(=O)c1ccc2nc(-c3ccccc3)c(-c3ccccc3)nc2c1,/,-2.5
N#Cc1nc(-c2ccc(OCc3ccc(Cl)cc3)cc2)oc1N1CCOCC1,33.3,4.0

# Further compounds.
canonical_smiles,RT RNaseH block,RmlC RmlD mix
O=c1cc(-c2ccccc2Cl)oc2c(NS(=O)(=O)c3ccccc3C(F)(F)F)ccc(O)c12,/,-1.2
COc1ccc(-c2cc(C(=O)N/N=C/c3ccc4c(c3)OCO4)c3ccccc3n2)c(OC)c1,/,5.1
Cc1cc(NC(=O)Cn2cnc3sc(C)c(-c4ccccc4)c3c2=O)no1,-11.6,9.4
Cc1nc2cc(NC(=O)N3c4ccccc4CC3C)ccc2n1C (stereo unspecified),5.5,-9.0
O=C(c1ccccc1)c1cnc(Nc2ccccc2Cl)s1,/,-21.4
CCn1c(=O)cc(OCC(=O)Nc2cccc(C)n2)c2ccccc21,/,-21.6
O=C(N/N=C/c1cn(-c2ccccc2)nc1-c1ccccc1)c1ccco1,/,27.0
CCCCCOC(=O)Cc1c(O)c2ccccc2[nH]c1=O,1.3,11.1
CC(c1ccccc1)N1CCn2c(nc3cc(NC(=O)c4cccs4)ccc32)C1 (stereo unspecified),/,-0.9
CCC(=O)N(Cc1ccco1)c1nc(-c2cc(OC)ccc2OC)cs1,8.7,-5.1
CN1CCN(CC(=O)N(Cc2c(C#N)c3ccccc3n2C)c2ccccc2)CC1,-2.9,2.6
CN1C(=S)SC(N(O)C(=O)Nc2ccccc2)C1(C)C (stereo unspecified),0.5,-13.2
Cc1ccc(-n2c(=O)[nH]c3c(C(N)=O)nc(CC(C)C)nc32)cc1,1.4,-9.0
Cc1oc(C(=O)O)cc1CSc1nnc(-c2ccccc2)n1C,5.5,-4.0
CCc1nc(-n2[nH]c(=O)c3ccccc3c2=O)c2c3c(sc2n1)CCCC3,/,-7.3
Cc1cccc(N=C2NC(=O)/C(=C3/C(=O)N(C)c4ccccc43)S2)c1C,39.1,4.6
CC(=O)NC1CC2CCCC(C1)N2CC(=O)NCc1ccc(F)cc1 (stereo unspecified),-4.9,4.3
COc1ccc(N2CCCn3c2nc2c3c(=O)n(Cc3ccccc3F)c(=O)n2C)c(OC)c1,6.9,-7.7
COc1ccc(CN2CN=C(Nc3nc4ccccc4s3)NC2)cc1,/,8.0
Cc1ccc(C)c(OCC(=O)Nc2nc3ccc([N+](=O)[O-])cc3s2)c1C,/,9.4
COc1cc(C)nc(N(C)S(=O)(=O)c2ccccc2Cl)n1,-19.6,-4.8
CC(C)(C)c1ccc(C(=O)OCCNC(=O)c2c(Cl)nc3ccccn23)cc1,/,-4.8
O=C1OC(NC(=O)c2ccccc2)C(N2CCOCC2)=C1Cl (stereo unspecified),-7.2,-7.8
CC(CCc1ccccc1)NC(=O)C1CCCN(C(=O)c2cc3sccc3n2C)C1 (stereo unspecified),3.9,4.1
CCNC(=O)/C(=C/c1ccco1)NC(=O)/C=C/c1ccccc1,/,-3.0

# The listing continues.
canonical_smiles,RT RNaseH block,RmlC RmlD mix
CCOC(=O)Nc1sc(NS(=O)(=O)c2ccc(C)cc2)nc1C,/,-17.7
CCOc1ccc(N2C(=O)CC(NCCc3ccc(S(N)(=O)=O)cc3)C2=O)cc1 (stereo unspecified),-1.4,5.0
Cc1ccnc(SCC(=O)Nc2oc(-c3ccccc3)c(-c3ccccc3)c2C#N)n1,-1.9,2.5
CCc1cccc(N(C)C(N)=Nc2cccc3ccccc23)c1,/,-8.7
O=C(O)c1cccn1Cc1ccccc1F,4.6,7.5
COc1ccc(Cl)cc1NC(=O)C(=O)N/N=C/c1cc(C)n(-c2ccc(C)cc2)c1C,/,3.8
COc1ccc(Cc2nnc(SCC(=O)NC3CCCCC3)n2C)cc1,5.4,-11.7
CCCS(=O)(=O)N1CCN(C(=O)c2cc(OC)cc(OC)c2)CC1,-2.1,5.8
O=C(C1=C[C@@H](c2ccccc2)C[C@@H](OCc2ccc(CO)cc2)O1)N1CCN(Cc2ccc3c(c2)OCO3)CC1,/,8.6
CC1CCCC(C(=O)O)N1C(=O)CCS (stereo unspecified),/,1.2
CC(C)=CCCC1=CCC2C(=O)NNC(=O)C2C1 (stereo unspecified),/,6.5
CCCCNc1c(C(=O)OCC)c(C)nc2c1cnn2CC,/,28.5
CC1(C)C(=O)C2(CCCCC2)C(=O)OC1c1cccs1 (stereo unspecified),-9.5,-30.7
CC1(C)CC(=O)C2=C(C1)N(c1ccc(F)cc1)C(=O)CC2c1ccsc1 (stereo unspecified),/,7.4
CN(CCOC(=O)C1c2ccccc2Oc2ccccc21)C(C)(C)C,/,8.9

# Two records picked at random from those above, as already listed:
canonical_smiles,RT RNaseH block,RmlC RmlD mix
COc1ccc(Cl)cc1NC(=O)C(=O)N/N=C/c1cc(C)n(-c2ccc(C)cc2)c1C,/,3.8
CC(C)=CCCC1=CCC2C(=O)NNC(=O)C2C1 (stereo unspecified),/,6.5

# Some of the compounds tested; the hit share may differ from the screen's.
